Bioassay records as filed in PubChem.
E-sel inducer: E-selectin induction on HUVECs; P16581; HUVEC E-selectin immunofluorescence imaging; normalized: neutral wells 0, TNF-alpha wells 100; activation, % at 7.58 µM; actives 0.37% (n = 260,000); AID 686992;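 active = mean E-selectin-positive cell signal at least 10% of the positive control, reached in at least 60% of replicates, without over 20% cell loss; inconclusive = no rule given, readout overlaps actives, possibly toxicity-flagged; inactive = the rest, including those meeting only one limit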;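 note: in these data hits start at about 27%; measured in HUVEC primary endothelial cells; signal is the percent of cells scored E-selectin positive by PE staining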
Target sequence (P16581 whole entry, looked up): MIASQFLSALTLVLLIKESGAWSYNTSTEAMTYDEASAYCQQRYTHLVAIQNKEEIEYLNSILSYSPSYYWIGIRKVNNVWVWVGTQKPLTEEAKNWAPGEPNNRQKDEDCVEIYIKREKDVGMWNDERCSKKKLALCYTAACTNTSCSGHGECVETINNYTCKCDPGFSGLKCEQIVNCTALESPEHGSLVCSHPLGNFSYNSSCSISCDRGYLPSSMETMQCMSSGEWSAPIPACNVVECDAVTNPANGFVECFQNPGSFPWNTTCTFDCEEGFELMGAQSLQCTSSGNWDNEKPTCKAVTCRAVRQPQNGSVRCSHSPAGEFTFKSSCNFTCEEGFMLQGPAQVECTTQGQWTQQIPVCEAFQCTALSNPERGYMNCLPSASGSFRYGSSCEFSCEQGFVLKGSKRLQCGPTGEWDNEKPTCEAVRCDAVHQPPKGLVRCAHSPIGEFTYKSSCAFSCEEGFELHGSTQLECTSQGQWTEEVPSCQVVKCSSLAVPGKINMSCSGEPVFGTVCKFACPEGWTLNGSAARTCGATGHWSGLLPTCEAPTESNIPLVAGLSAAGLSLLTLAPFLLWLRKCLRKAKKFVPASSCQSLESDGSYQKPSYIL
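Test system – human umbilical vein endothelial cells (HUVEC), E-selectin induction · Input – 3,000 HUVEC seeded per well · Buffer or medium – EGM-2, gelatin · Compound dosing – single-point compound dose · Detection – immunofluorescence imaging · Measure – percent E-selectin-positive cells · Controls – TNF-alpha high, DMSO low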
Casp6 inh: blocks human caspase-6 cleavage activity | P55212 | purified caspase-6, Z-VEID-R110 cleavage fluorescence | inhibition, % at 12.5 µM | actives 0.53% (n = 350,000) | AID 686996;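 active = mean inhibition across replicates at least about 35%, with every replicate also reaching that limit, limit read from the data; inconclusive = only one of the two criteria met; inactive = neither criterion met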;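 note: 0% = median of neutral control wells and 100% = no fluorescence left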
Target sequence (P55212 24-179 limits assumed): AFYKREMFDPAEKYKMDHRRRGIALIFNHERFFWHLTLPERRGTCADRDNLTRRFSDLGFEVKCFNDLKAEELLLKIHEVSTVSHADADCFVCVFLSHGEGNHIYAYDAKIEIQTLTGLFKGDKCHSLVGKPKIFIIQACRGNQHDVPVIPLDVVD
Target sequence (P55212 194-293 limits assumed): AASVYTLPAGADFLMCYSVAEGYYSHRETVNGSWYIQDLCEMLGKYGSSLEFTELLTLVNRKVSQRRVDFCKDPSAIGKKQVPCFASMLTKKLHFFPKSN
RAD54 branch: inhibitors of human RAD54 branch migration; actives 0.14% (n = 360,000); inhibition, % at 10.4 µM; RAD54 Holliday junction branch migration, FAM/BHQ fluorescence;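 active = mean normalized replicate activity at least 40 and at least half of replicates scoring 40 or more; inconclusive = only one of the two criteria met; inactive = mean below 40 and under half of replicates reaching 40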;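 note: 0% = median of neutral control wells and 100% = median of positive control wells; inhibitors cause a drop in the FAM fluorescence signal; in these data hits start at about 50%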
F508del corr: correctors of CFTR F508del function in bronchial epithelial cells. CFBE cells, YFP halide quenching; stimulated with forskolin plus potentiator P3; % fluorescence drop versus neutral controls. activity (quench increase), % at 7.58 µM. actives 0.36% (n = 350,000);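 active = mean added fluorescence quench of at least 8% versus neutral control, with both replicates also reaching 8%; inconclusive = only one of the mean or replicate conditions met; inactive = mean below 8% and not both replicates reaching 8%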;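 note: cells transiently co-express mutant CFTR-F508del with the halide-sensitive YFP; corrector assay measuring rescue of mutant channel to the surface after 24 h compound exposure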
RAD52 anneal inh: inhibitors of human RAD52 DNA annealing; P43351; recombinant RAD52 DNA annealing, FRET fluorescence; inhibition, % at 18.7 µM; actives 0.46% (n = 360,000); AID 651710;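 active = every replicate showing at least 50% inhibition; inconclusive = mean inhibition at least 50% but not in every replicate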
Xi reactivation: reactivates the inactive X chromosome in mouse fibroblasts; XiGFP mouse fibroblasts, % GFP-positive cells imaging, 3 d; cells co-treated with 5-aza-dC sensitizer; scaled so ellipticine positive control = 100%; activation, % at 7.58 µM; actives 0.055% (n = 360,000); AID 743238;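 active = mean normalized replicate activation at least 10% and every replicate at or above 10%; inconclusive = only one of the two criteria met; inactive = mean below 10% and not all replicates reach 10%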;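 note: 0% = median of on-plate neutral control wells and 100% = ellipticine 6 µM median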
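Material: SV40-immortalized XiGFP fibroblast cells, line 68-5-11 | Buffer or medium: DMEM containing 5-aza-dC | Dosing: One concentration, pinned | Times: 3 d treatment, 15 min room-temperature fixation | Controls: Ellipticine 6 µM positive control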
DENV2 CPE: DENV2-induced cell death inhibition; AID 651640; DENV2-infected cells, cytopathic effect rescue, plate reader; actives 1.7% (n = 350,000); CPE inhibition, % at 9.99 µM; in the data active = CPE inhibition above about 20%, passing the limit was not always enough; inconclusive = no clear call, values can overlap the other calls; tested in BHK-21 cells;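 note: 0% = median of neutral control wells and 100% = median of positive control wells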
GSIS activator: primary screen for activators of insulin secretion dependent on glucose, INS-1E cells, GLuc reporter luminescence; activation, % at 16.6 µM; INS-1E GLuc reporter insulin secretion, 2-3 h; actives 0.61% (n = 370,000);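 active = lowest replicate activation of at least 40%, so every replicate reaches that level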;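 note: 0% = median of neutral control wells and 100% = median of IBMX positive control wells; some compounds called inactive have numbers as strong as hits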
Active calls of the source: *; & = joins results of further samples.

A first look:
How did O=C(Nc1cc(Cl)c(Cl)cc1Cl)c1cccnc1 do in these assays?
E-sel inducer: 2.4; Casp6 inh: -3; RAD54 branch: 2; F508del corr: 1.3; RAD52 anneal inh: -14; Xi reactivation: 0.1; DENV2 CPE: -1; GSIS activator: 1

What do the screens show for `Cc1cnc(NS(=O)(=O)c2ccccc2)c(C)n1`?
E-sel inducer: -1.7; Casp6 inh: -3; RAD54 branch: 3; F508del corr: -0.6; RAD52 anneal inh: -4; Xi reactivation: 0.0; DENV2 CPE: -3; GSIS activator: 10

This part in full, from the start:
How did O=C(Nc1cc(Cl)c(Cl)cc1Cl)c1cccnc1 do in these assays?
E-sel inducer: 2.4; Casp6 inh: -3; RAD54 branch: 2; F508del corr: 1.3; RAD52 anneal inh: -14; Xi reactivation: 0.1; DENV2 CPE: -1; GSIS activator: 1

What do the screens show for `Cc1cnc(NS(=O)(=O)c2ccccc2)c(C)n1`?
E-sel inducer: -1.7; Casp6 inh: -3; RAD54 branch: 3; F508del corr: -0.6; RAD52 anneal inh: -4; Xi reactivation: 0.0; DENV2 CPE: -3; GSIS activator: 10

Results for CC(=O)N1CCCCN2[C@H](CO)[C@H](c3ccc(Br)cc3)[C@H]2C1 ?
E-sel inducer: 0.2; Casp6 inh: 0; RAD54 branch: -11; F508del corr: -3.1; RAD52 anneal inh: -4; Xi reactivation: 0.1; DENV2 CPE: 5; GSIS activator: 9

How did CC1CCc2nn(CC(=O)N3CCN(C(=O)c4ccco4)CC3)cc2C1 (centres undefined) do in these assays?
E-sel inducer: 0.0; Casp6 inh: -1; RAD54 branch: -5; F508del corr: -2.3; RAD52 anneal inh: -9; Xi reactivation: 0.1; DENV2 CPE: 9; GSIS activator: -4

How did COC(=O)c1cc2c(c3c4ccccc4n(S(=O)(=O)c4ccccc4)c13)C(=O)N(Cc1ccc(N(C)C)cc1)C2 do in these assays?
E-sel inducer: -0.1; Casp6 inh: -6; F508del corr: 4.2; RAD52 anneal inh: 4; Xi reactivation: 0.0; DENV2 CPE: 9

Results for COC(=O)c1ccc(CN2CC(=O)N3[C@@H](CO)[C@H](c4ccc(-c5ccccc5F)cc4)[C@@H]3C2)cc1 ?
E-sel inducer: 0.1; Casp6 inh: 0; F508del corr: -0.1; RAD52 anneal inh: 0; Xi reactivation: 0.3; DENV2 CPE: 2; GSIS activator: -15

What do the screens show for `Cc1ccc(-c2cnc3c(c2)C(=O)N([C@@H](C)CO)C[C@@H](C)[C@@H](CN(C)C)O3)cc1`?
E-sel inducer: -0.3; Casp6 inh: -3; RAD54 branch: -3; F508del corr: 1.9; RAD52 anneal inh: -4; Xi reactivation: -0.4; DENV2 CPE: -2; GSIS activator: 22

How did C[C@@H]1CN([C@H](C)CO)C(=O)c2c(c3ccccc3n2C)-c2ccccc2CO[C@@H]1CN(C)C(=O)Nc1ccc2c(c1)OCO2 do in these assays?
E-sel inducer: 0.2; Casp6 inh: 3&1; RAD54 branch: -11; F508del corr: -3.5&1.5; RAD52 anneal inh: 7&11; Xi reactivation: -0.1&0.3; DENV2 CPE: -3&-2; GSIS activator: -17&5

How did COc1ccc(NC(=O)/C=N/O)cc1 do in these assays?
Casp6 inh: -1; F508del corr: 1.0; RAD52 anneal inh: -5; Xi reactivation: 0.0; DENV2 CPE: 9; GSIS activator: 9

Results for Cc1ccc(CNC(=O)CN2CCN(c3ccc(F)cc3)CC2)cc1 ?
Casp6 inh: -2; RAD54 branch: 0; F508del corr: -1.8; RAD52 anneal inh: -5; Xi reactivation: -0.1; DENV2 CPE: 11; GSIS activator: 11

Results for O=C(NC(=S)Nc1cccnc1Cl)c1ccc(Cl)cc1 ?
Casp6 inh: 1; RAD54 branch: 5; F508del corr: 0.3; RAD52 anneal inh: -3; Xi reactivation: 0.0; DENV2 CPE: -2; GSIS activator: -10

Results for CCOc1ccc(/C=N/OCC(=O)NC(c2ccccc2)c2ccccc2)cc1 ?
E-sel inducer: -0.2; RAD54 branch: 4; Xi reactivation: 0.2; GSIS activator: -19

What do the screens show for `CC(=O)Nc1ccc(SCC(=O)c2ccc(Br)s2)cc1`?
Casp6 inh: -2; RAD54 branch: -2; F508del corr: 0.5; RAD52 anneal inh: -32; Xi reactivation: 0.1; DENV2 CPE: 4; GSIS activator: 4

Results for O=C1[C@H]2[C@@H](c3ccccc3)N[C@]3(CCCN(Cc4ccc(Br)cc4)C3=O)[C@H]2C(=O)N1Cc1ccccc1 ?
E-sel inducer: 0.8; Casp6 inh: 0; RAD54 branch: -2; F508del corr: 7.2; RAD52 anneal inh: -10; Xi reactivation: 0.1; DENV2 CPE: -2; GSIS activator: -12

How did CCC(C)[C@H]1CN=C(N)N1CCc1cc(C(F)(F)F)cc(C(F)(F)F)c1 (some centres undefined) do in these assays?
E-sel inducer: -0.1; Casp6 inh: 1; RAD54 branch: 24; F508del corr: 3.3; RAD52 anneal inh: 13; Xi reactivation: 0.1; DENV2 CPE: -3

What do the screens show for `Cc1cc(-c2ccccc2)nc(N/N=C/c2ccc(N(C)C)cc2)n1`?
Casp6 inh: 2; RAD52 anneal inh: -15; Xi reactivation: 0.4; DENV2 CPE: 16; GSIS activator: -3

How did C[C@H](CO)N1C[C@H](C)[C@@H](CN(C)S(C)(=O)=O)OCCCC[C@H](C)Oc2ccc(NC(=O)Cc3ccccc3)cc2C1=O do in these assays?
E-sel inducer: -0.3; Casp6 inh: -5; RAD54 branch: -13; F508del corr: 0.0; RAD52 anneal inh: -16; Xi reactivation: -0.3; DENV2 CPE: inconclusive; GSIS activator: -4

Results for Cc1ccc(C(=O)O/N=C(\N)c2ccccn2)c(Cl)c1 ?
E-sel inducer: 1.8; Casp6 inh: 4; RAD54 branch: 5; F508del corr: 2.5; RAD52 anneal inh: 2; Xi reactivation: 0.0; DENV2 CPE: -1; GSIS activator: -14

What do the screens show for `Cc1ccccc1CNC(=O)C(=O)NCCC1CCCCN1S(=O)(=O)c1ccccc1` (centres undefined)?
Casp6 inh: -3; RAD54 branch: -4; F508del corr: 1.9; RAD52 anneal inh: -11; Xi reactivation: 0.1; DENV2 CPE: 8; GSIS activator: -6

Results for CC1CCN(C(=O)Cn2c(=O)n(CCCC(=O)NCc3ccco3)c(=O)c3sccc32)CC1 ?
Casp6 inh: 2; RAD54 branch: 12; F508del corr: -0.9; RAD52 anneal inh: -28; Xi reactivation: 0.2; DENV2 CPE: 2; GSIS activator: -6

What do the screens show for `CN(C)C(=S)SCC(=O)Nc1ccc(Cl)cc1Cl`?
Casp6 inh: 0; RAD52 anneal inh: 20; Xi reactivation: -0.1; DENV2 CPE: 1; GSIS activator: -5

Results for C[C@H]1CN([C@@H](C)CO)C(=O)c2cc(NC(=O)Cc3ccccc3)ccc2O[C@H]1CN(C)Cc1ccc(Cl)c(Cl)c1 ?
E-sel inducer: 3.7; Casp6 inh: 4; RAD54 branch: -10; F508del corr: -4.4; RAD52 anneal inh: -10; Xi reactivation: 0.2; DENV2 CPE: -7; GSIS activator: -33

How did CC(NC(=O)C(=O)c1cn(CC(=O)N2CCCC2)c2ccccc12)c1ccccc1 (centres undefined) do in these assays?
E-sel inducer: 0.1; Casp6 inh: -1; RAD54 branch: -3; F508del corr: -2.2; RAD52 anneal inh: -22; Xi reactivation: 0.0; DENV2 CPE: 3; GSIS activator: -9

Results for CN(CC(=O)Nc1ccc(F)cc1)C(=O)c1cccc(S(=O)(=O)N2CCN(c3ccccc3)CC2)c1 ?
E-sel inducer: -1.0; Casp6 inh: 3; RAD54 branch: -10; F508del corr: -0.3; RAD52 anneal inh: -23; Xi reactivation: -0.1; DENV2 CPE: -6; GSIS activator: -22

Results for C[C@@H]1CN([C@@H](C)CO)S(=O)(=O)c2ccc(C#C[C@@H](C)O)cc2O[C@H]1CN(C)CC1CCCC1 ?
E-sel inducer: -0.2; Casp6 inh: 4; RAD54 branch: 1; F508del corr: 0.9; RAD52 anneal inh: -31; Xi reactivation: -0.3; DENV2 CPE: 21*; GSIS activator: 9

How did O=C(Nc1nc(-c2ccc([N+](=O)[O-])cc2)cs1)c1c(F)cccc1F do in these assays?
E-sel inducer: 0.3; Casp6 inh: -3; RAD54 branch: -3; F508del corr: -4.0; RAD52 anneal inh: -7; Xi reactivation: 0.2; DENV2 CPE: -7; GSIS activator: 12

Results for CC1(NC(=O)c2ccccc2)CCN(CCc2cccs2)C1=O (centres undefined) ?
E-sel inducer: 0.2; Casp6 inh: 3; RAD54 branch: 0; F508del corr: 1.8; RAD52 anneal inh: -6; Xi reactivation: -0.1; DENV2 CPE: -17; GSIS activator: 1

How did O=C(CC(C(=O)O)c1c[nH]c2ccccc12)c1ccccc1 (centres undefined) do in these assays?
Casp6 inh: -4; RAD54 branch: -17; F508del corr: -0.7; RAD52 anneal inh: 4; Xi reactivation: 0.0; DENV2 CPE: -4; GSIS activator: -6

What do the screens show for `Cc1cc(C)nc(N/N=C/c2ccccc2OCc2cccc(Br)c2)n1`?
Casp6 inh: 0; RAD54 branch: -7; F508del corr: -2.7; RAD52 anneal inh: -25; Xi reactivation: 0.0; DENV2 CPE: -5; GSIS activator: 14

How did O=C(c1ccccc1)C1N=NCC1c1ccc(Cl)cc1 (centres undefined) do in these assays?
E-sel inducer: -0.1; Casp6 inh: 1; RAD54 branch: 7; F508del corr: 0.3; RAD52 anneal inh: -39; Xi reactivation: 0.0; DENV2 CPE: 9

How did COc1ccc(C2(C)NC(=O)N(CC(=O)N3CCc4ccccc43)C2=O)cc1OC (centres undefined) do in these assays?
Casp6 inh: 3; RAD54 branch: -7; F508del corr: 0.1; RAD52 anneal inh: -2; Xi reactivation: 0.0; DENV2 CPE: -6; GSIS activator: 31

How did COc1cc2[nH]c(=S)nc(NCCc3ccc(C)cc3)c2cc1OC do in these assays?
Casp6 inh: 4; F508del corr: -3.7; RAD52 anneal inh: -14; Xi reactivation: 0.0; DENV2 CPE: 10; GSIS activator: -20

What do the screens show for `CCC1(CC)NC(=O)N(CC(=O)OCC(=O)c2cc(C)c(C)cc2C)C1=O`?
Casp6 inh: 1; RAD54 branch: 3; F508del corr: 1.0; RAD52 anneal inh: -28; Xi reactivation: 0.2; DENV2 CPE: 1; GSIS activator: 8

Results for CCCCn1c(N)c(N(CCOC)C(=O)CSc2nnc(-c3ccco3)n2CC)c(=O)[nH]c1=O ?
E-sel inducer: -0.6; Casp6 inh: 1; RAD54 branch: -5; F508del corr: -1.5; RAD52 anneal inh: -18; Xi reactivation: 0.3; DENV2 CPE: 9; GSIS activator: 3

Results for CC(C)C(=O)Nc1ccc2c(c1)C(=O)N(C)[C@H]1CC[C@@H](CC(=O)O)O[C@@H]1CO2 ?
E-sel inducer: 0.0; Casp6 inh: -2; RAD54 branch: 0; F508del corr: 0.3; RAD52 anneal inh: -3; Xi reactivation: 0.0; DENV2 CPE: 3; GSIS activator: 8

This is a random part of the collection. About 3.7% of those tested had a hit in this group.
